FXIa inh – inhibitors of human coagulation factor XIa. P03951. purified FXIa, Boc-Glu-Ala-Arg-AMC fluorogenic substrate. inhibition, % at 5 µM. 220,000 tested, 0.14% active. AID 798;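 active = inhibition of at least 40%; inactive = inhibition below 40%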;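 also: fluorescence of freed AMC excited at 355 nm; 0% = enzyme without compound and 100% = no enzyme blank; many of its hits are not listed in these tables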
Furin inh – inhibitors of human furin; purified furin, fluorogenic substrate cleavage; AID 463115; 220,000 tested, 0.061% active; inhibition, % at 30 µM; P09958; in the data active = inhibition above about 25%; also: inactives centre near -15
Target sequence (P09958 108-714 limits assumed): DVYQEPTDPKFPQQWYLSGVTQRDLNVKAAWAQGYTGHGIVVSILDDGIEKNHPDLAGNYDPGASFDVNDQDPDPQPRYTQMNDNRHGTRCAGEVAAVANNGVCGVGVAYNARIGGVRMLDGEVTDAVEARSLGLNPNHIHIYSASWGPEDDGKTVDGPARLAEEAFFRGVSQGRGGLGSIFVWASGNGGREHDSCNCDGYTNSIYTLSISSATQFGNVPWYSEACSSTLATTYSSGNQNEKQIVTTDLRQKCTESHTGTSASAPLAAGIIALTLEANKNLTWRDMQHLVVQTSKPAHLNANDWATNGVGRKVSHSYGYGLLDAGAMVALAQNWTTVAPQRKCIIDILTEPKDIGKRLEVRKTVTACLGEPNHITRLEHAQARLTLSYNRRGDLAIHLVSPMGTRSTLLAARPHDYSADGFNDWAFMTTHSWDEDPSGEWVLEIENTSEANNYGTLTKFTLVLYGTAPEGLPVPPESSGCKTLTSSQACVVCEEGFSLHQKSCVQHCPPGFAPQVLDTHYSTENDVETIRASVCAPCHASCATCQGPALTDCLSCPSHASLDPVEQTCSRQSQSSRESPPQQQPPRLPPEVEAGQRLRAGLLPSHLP
m-calpain inh – calpain II (pig) inhibition; purified calpain II, fluorogenic peptide substrate, 30 min; inhibition, % at 16 µM; 220,000 tested, 0.37% active;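 active = inhibition above about 50%, limit read from the data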
KLK5 inh – inhibitors of human kallikrein 5; 210,000 tested, 0.59% active; AID 873; recombinant hK5, fluorogenic AMC substrate cleavage; inhibition, % at 5 µM; Q9Y337;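 active = inhibition of 40% or more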;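 also: 0% = enzyme controls without compound and 100% = no-enzyme blanks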
FXIIa inh – inhibitors of human coagulation factor XIIa; purified FXIIa, Boc-QGR-AMC fluorogenic substrate, 2 h; P00748; AID 800; inhibition, % at 5 µM; 220,000 tested, 0.3% active; in the data active = inhibition above about 40%;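 also: 0% = enzyme with no compound and 100% = blank without enzyme; many of its hits are not listed in these tables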
Cl transport mod – KCC2 (human) Cl- transport modulation. B-score of Tl+ flux slope (higher = more flux/activation; lower = inhibition) at 10 µM. 190,000 tested, 2.2% active. Q9H2X9. AID 1456. KCC2 cells, thallium flux FluoZin-2 fluorescence;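 active = thallium flux slope and its plate-corrected score both differing from the plate sample mean at a set confidence after two filtering rounds, in either direction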;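 also: slope of fluorescence scaled to starting intensity during 10 to 20 s after thallium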
thrombin 1536 – blocks human thrombin protease activity | P00734 | alpha-thrombin, Boc-VPR-AMC fluorogenic substrate cleavage | inhibition, % at 5 µM | 220,000 tested, 0.26% active | AID 1046;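 active = inhibition at or above 40%; inactive = inhibition below 40%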;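 also: 0% = enzyme with no compound and 100% = wells without enzyme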
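Assay system: human alpha-thrombin enzyme. Reagent: Boc-VPR-AMC substrate, 15 µM final. Compound dosing: one concentration per compound, 5 µM, with 0.2% DMSO. Incubation: room-temperature reaction. Technique: AMC fluorescence, 355/460 nm. Measure: % inhibition relative to enzyme controls and enzyme-free blanks.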
PERK inhibitor – blocks human PERK kinase; Q9NZJ5; inhibition, % at 5.6 µM; CHO PERK-DD fusion, SEAP luminescence translation reporter; 220,000 tested, 0.17% active; AID 1416;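 active = inhibition above the mean inhibition of all tested compounds plus 3 SD, set separately per screening campaign, cut at about 2.9% in these data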;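 also: PERK kinase domain activated by AP20187 dimerizer at 100 nM; 0% = DMSO with dimerizer and 100% = rapamycin at 8.4 µM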
Rad51 HR inh – Rad51 (human) homologous recombination inhibition | 200,000 tested, 0.085% active | inhibition, % at 10 µM | hRad51 DNA strand exchange, fluorescence dequenching;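 active = inhibition above 40% at the single screening dose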;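 also: 0% = DMSO control wells and 100% = blanks with heterologous ssDNA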
Target sequence (Q06609 whole entry, looked up): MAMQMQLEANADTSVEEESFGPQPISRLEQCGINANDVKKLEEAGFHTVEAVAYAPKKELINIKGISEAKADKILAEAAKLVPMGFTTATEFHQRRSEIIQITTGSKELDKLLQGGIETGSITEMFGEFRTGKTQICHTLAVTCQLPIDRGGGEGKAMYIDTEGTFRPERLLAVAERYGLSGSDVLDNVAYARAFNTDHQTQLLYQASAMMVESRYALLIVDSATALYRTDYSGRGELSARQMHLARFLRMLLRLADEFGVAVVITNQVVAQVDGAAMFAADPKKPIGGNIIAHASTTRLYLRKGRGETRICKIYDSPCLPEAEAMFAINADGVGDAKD
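material = hRad51 filaments on single-stranded DNA | reagent = Donor/quencher-labelled 47-bp dsDNA substrate | compound = 10 µM final, single point | schedule = strand-exchange reaction 15 min at room temperature | measured by = fluorescein emission 520 nm, excitation 485 nm | read-out basis = % inhibition versus plate control and blank means | benchmarks = plate controls and plate blanks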
Numbers without * were called inactive; x = not tested or not shown; [ ] = dose if it differs, or a comment. This is a subset; count on the stated rates, not on these rows.

SMILES	FXIa inh	Furin inh	m-calpain inh	KLK5 inh	FXIIa inh	Cl transport mod	thrombin 1536	PERK inhibitor	Rad51 HR inh
Cc1cccc(C2c3[nH]c4ccccc4c3CCN2C(=O)Cc2n[nH]c(C)n2)n1 (stereo not drawn)	-4	-24	-21	x	0	x	-3	0.3	x
Cc1nc2cc(Cl)c(Cl)cc2nc1C	-3	-12	25	21	8	-0.52	3	0.2	-1
Cc1ccc(S(=O)(=O)/N=C(/c2ccccc2)N(C)c2ccc(O)cc2)cc1	-2	-26	-29	0	5	-0.66	-14	0.8	18
Nc1ccc(C(=O)OCC(=O)NC2CCCc3ccccc32)cc1[N+](=O)[O-] (stereo not drawn)	4	-5[20 µM]	0	1	17	x	3	-2.1	8
S=C(Nc1ccc(Cl)cc1)NC1CCN(Cc2ccccc2)CC1	5	-4	22	-14	10	-2.4	-9	-0.9	-5
COc1ccc2nc(NC(=O)CSc3nccc(C)n3)sc2c1	7	-5[20 µM]	-1	-6	7	-0.9	-4	-0.3	-4
CCN(CC)CCNC(=O)C1CCCCN1S(=O)(=O)c1cccc([N+](=O)[O-])c1 (stereo not drawn)	-4	-10	-33	-19	-2	1.1	3	-0.3	15
CN(Cc1cc2ccccc2[nH]c1=O)S(=O)(=O)c1ccccc1	2	-19[20 µM]	-5	-11	3	-1.3	5	-0.1	5
CN(Cc1nc(Cc2ccccc2F)no1)[C@@H]1CS(=O)(=O)C[C@H]1O	0	-20	18	x	8	0.66	-1	2.2	x
CCOC(=O)C(NC(=O)CC)(Nc1sc2c(c1C(=O)OC)CCN(C)C2)C(F)(F)F (stereo not drawn)	7	2	18	-8	0	x	-2	-0.4	-7
CCOC(=O)c1ccc(S(=O)(=O)N2CCN(CC(=O)NC(=O)NC(C)(C)C)CC2)cc1	1	-14[20 µM]	5	0	13	-0.38	0	0.4	-2
CCOc1ccc(NC(=O)NCc2ccco2)cc1	1	-28	-19	x	8	0.96	0	1.8	-9
O=C1CC(c2cccc(Cl)c2)Cc2nc(N3CCN(c4ccccc4)CC3)ncc21 (stereo not drawn)	3	-14[20 µM]	-12	-17	21	0.023	-8	0.3	0
CC(C)(C)NCCCCOc1ccc(F)cc1	-3	-19	22	-3	15	x	2	-0.8	7
COc1cc(C(C[N+](=O)[O-])c2c(C)[nH]c3ccccc23)cc(OC)c1OC (stereo not drawn)	9	-6[20 µM]	-17	-7	21	x	-7	0.0	-3
CN1CCN(C2=Cc3ccccc3Sc3cc(F)ccc32)CC1	6	-24[20 µM]	27	8	19	0.35	14	-1.5	7
Cn1c(SCc2ccccc2F)nnc1-c1cnccn1	4	-14	2	-8	8	-0.015	1	1.6	2
COc1ccc2c(c1)CCc1cnc(N)nc1-2	-2	-228	-262	x	5	0.4	-8	1.4	x
N#Cc1ccccc1N=Cc1ccc(Br)cc1	6	-4	-1	-17	7	-0.0039	-8	0.6	-5
CCOC(=O)Cc1ccc(NS(=O)(=O)c2ccc(SC)cc2)cc1	-9	-12[20 µM]	19	1	-10	1	-8	0.9	2

Grouped by structure, those above with a nitro group on carbon (3)
SMILES	FXIa inh	Furin inh	m-calpain inh	KLK5 inh	FXIIa inh	Cl transport mod	thrombin 1536	PERK inhibitor	Rad51 HR inh
Nc1ccc(C(=O)OCC(=O)NC2CCCc3ccccc32)cc1[N+](=O)[O-] (stereo not drawn)	4	-5[20 µM]	0	1	17	x	3	-2.1	8
CCN(CC)CCNC(=O)C1CCCCN1S(=O)(=O)c1cccc([N+](=O)[O-])c1 (stereo not drawn)	-4	-10	-33	-19	-2	1.1	3	-0.3	15
COc1cc(C(C[N+](=O)[O-])c2c(C)[nH]c3ccccc23)cc(OC)c1OC (stereo not drawn)	9	-6[20 µM]	-17	-7	21	x	-7	0.0	-3

Remaining list, next part:
SMILES	FXIa inh	Furin inh	m-calpain inh	KLK5 inh	FXIIa inh	Cl transport mod	thrombin 1536	PERK inhibitor	Rad51 HR inh
CC1(C)CC(=O)C=C(NCc2cccs2)C1	-2	-5	-35	-6	9	0.21	-3	1.2	7
C[C@]12CC[C@@H]3c4ccc(O)cc4[C@@H](O)C[C@H]3[C@@H]1CC[C@@H]2O	7	-12	-13	-7	13	-0.93	1	0.3	-5
COc1ccc(OC)c(NC(=O)C2CC(=O)n3ncnc3N2)c1 (stereo not drawn)	-10	-20[20 µM]	22	-1	-21	1.5	-8	0.3	5
CC1CCCCN1C(=O)c1cc(F)c(F)cc1Cl (stereo not drawn)	-6	-13[20 µM]	-14	2	4	-0.039	-2	0.0	4
CN(CC(=O)Nc1ccccc1Cl)CC(=O)Nc1ccccc1[N+](=O)[O-]	2	-7	2	-7	-5	-1.2	-11	1.0	2
N#C/C(=C/c1ccccc1[N+](=O)[O-])c1nnc2n1CCCCC2	19	-8	-7	-13	16	0.057	-4	0.5	20
O=C(Nc1cccnc1)c1cc([N+](=O)[O-])ccc1Cl	-1	-16	-7	3	3	-0.031	-3	1.1	9
O=c1cc(CN2CCN(c3ccccc3F)CC2)c2cc3c(cc2o1)CCCC3	-14	-15[20 µM]	-22	7	22	x	3	-0.6	-1
Cc1ccc(-c2cc(C(F)F)n3ncc(C(=O)N4CCc5ccccc54)c3n2)cc1	0	-12	-35	-6	4	0.21	1	0.0	14
Cc1nc(-c2nnc(SCC(=O)Nc3ccc(Cl)cc3)n2C)cs1	-2	-20	-19	1	6	0.47	-5	0.8	x
Cc1cccc(CSc2nnc(N)n2-c2ccccc2)c1	8	-24[20 µM]	-17	-7	15	-1.3	4	0.7	8
CC(C)[C@H](NS(=O)(=O)/C=C/c1ccccc1)C(=O)OCC(=O)NC(N)=O	-3	-18	25	-1	-1	0.2	-5	0.3	32
Cc1cc(C(=O)CN2C(=O)C(=O)N(C)C2=O)c(C)n1-c1cccc(S(=O)(=O)N2CCOCC2)c1	5	-14	-17	2	6	0.63	3	-1.3	14
Cc1cc(C(=O)N/N=C/c2c(C)nn(-c3ccccc3)c2C)c(C)o1	-1	-9	11	-3	-1	0.31	-14	-0.7	x
CC(=O)Nc1ccc2c(c1)OCCOCCOc1cc(NC(C)=O)ccc1OCCO2	-2	-27	3	2	14	0.15	4	-0.3	13
CCC(C)C(NC(=O)OC(C)(C)C)C(=O)NC(C(=O)NC(C)C(N)=O)C(C)C (stereo not drawn)	-2	-17	-12	3	9	0.045	-3	-0.3	-21
COc1c(Cl)cc(Cl)cc1C(=O)Nc1ccccc1N1CCN(C(C)=O)CC1	x	-15[20 µM]	x	x	x	0.63	x	-0.1	2
COc1ccccc1N1CCN(C(=O)CSc2ncnc3c2cnn3-c2ccc(C)c(C)c2)CC1	-2	-15	-20	-4	6	6*	-4	1.1	-13
O=C1CC(C2CCCO2)C(=O)N1Cc1ccccc1 (stereo not drawn)	4	-22[20 µM]	-4	-7	12	-0.22	4	0.8	2
N#CCC(=O)NCC1(c2ccccc2)CCCC1	0	-9[20 µM]	-15	-2	1	-0.098	-10	0.6	6
O=C(c1cc(-c2ccncc2)nc2ccc(Cl)cc12)N1CCN(C(=O)C2CCCO2)CC1 (stereo not drawn)	4	-11[20 µM]	16	6	13	-0.076	3	-0.3	-4
CCOC(=O)c1sc(/N=C/C2=C(O)CC(C)(C)CC2=O)c(C(=O)OCC)c1C	-4	-3	18	-2	5	-0.32	1	-0.4	-27
O=C(COc1ccc(S(=O)(=O)N2CCCC2)cc1Cl)Nc1ccc2c(c1)OCO2	4	-10[20 µM]	-43	-11	8	0.28	-3	-0.5	-5
FC(F)(F)c1ccccc1-n1c(CN2CCCCC2)n[nH]c1=S	2	-23	-13	4	9	1.6	2	1.4	12
Fc1ccc(C2=Nn3c(nnc3-c3ccco3)SC2)cc1	-2	-11	-9	-7	13	-1.1	-1	-0.1	-10
O=C(O)CN(Cc1ccccc1)S(=O)(=O)c1ccc(F)cc1	3	-9[20 µM]	5	5	9	0.19	1	0.8	-5
CCN1CCN(/C=N/c2nc(C)cs2)CC1	-5	-5	4	-10	-3	x	-2	0.7	7
COc1ccccc1NC(=O)CN1CCN(c2ccccc2OC)CC1	12	-8	4	x	9	x	-1	0.3	x
CC(C)C(O)(C#CCN1CCCCC1)c1ccccc1 (stereo not drawn)	1	-12[20 µM]	17	-6	5	-1.2	-4	0.8	6
CCn1cc(C(=O)NC(=S)Nc2cccc(O)c2)cn1	-12	-12[20 µM]	18	-3	0	0.048	-7	1.1	-1
N#Cc1ccc(C23CC4CC(CC(C4)C2)C3)[nH]c1=O	1	-18	-16	-17	9	x	-6	0.6	-2
CCc1ccc[n+](-c2nc([O-])sc2C=O)c1	1	-15	-21	2	10	0.015	-3	1.5	x
COc1ccc(CS(=O)(=O)c2nc(C)cc(C)c2S(C)(=O)=O)cc1	-3	-22	3	-4	5	-0.81	-7	2.1	-1
CC(C)(C)C1CCC(=NNC(=O)CN(c2ccccc2)S(C)(=O)=O)CC1 (stereo not drawn)	-5	-5	-6	-15	3	0.93	-9	0.4	9
NC(=S)Nc1ccccc1Br	2	-9	8	0	2	0.92	-5	1.6	x
COC(=O)C1(c2ccccc2)NC(c2cccs2)C2C(=O)N(C)C(=O)C21 (stereo not drawn)	9	-18	-34	-16	6	-0.14	-6	0.7	-3
CCCC(CCC(=O)Nc1nccs1)C(=O)O (stereo not drawn)	0	-11	-19	-4	2	0.0027	x	0.7	4
CCn1c(SCC(=O)Nc2nc(C)c(C(=O)OC)s2)nnc1C(C)C	3	-22	1	0	16	x	4	-0.3	1
Cc1onc(-c2c(Cl)cccc2Cl)c1COC(=O)c1ccc(Cl)cc1[N+](=O)[O-]	4	-15	17	2	5	-0.095	-4	0.0	19
O=C1/C(=C/c2ccc(F)cc2)SC(=S)N1Nc1ncc(C(F)(F)F)cc1Cl	6	-2[20 µM]	-19	-28	-2	0.044	-2	1.2	1
Nc1nnc(SCC(=O)NC2CCCc3ccccc32)s1 (stereo not drawn)	-4	-12	1	-5	-3	-0.82	-15	0.2	x
CC1CCCN(C(=S)Nc2ccc(S(=O)(=O)N3CCCCC3)cc2)C1 (stereo not drawn)	2	-15	21	-2	12	-0.6	-2	0.7	2
CC(C)(C)c1ccc(C(=O)NCCC(=O)NCc2ccco2)cc1	x	-19	x	x	x	0.64	x	1.1	2
CCOC(=O)CSC1=C(C#N)C(c2ccc(C)o2)CC(=O)N1 (stereo not drawn)	3	-28	-10	-18	12	0.47	-2	0.5	0
FC(F)(F)c1cccc(-c2noc(CN3CCOCC3)n2)c1	-7	-21[20 µM]	-38	-6	6	1.2	-5	1.0	-5
Cc1ccc(OCC(=O)c2c[nH]c3ccccc23)c([N+](=O)[O-])n1	0	-21	-23	2	11	-1.1	-1	0.9	-9
Cc1cccc(S(=O)(=O)CC(=O)Nc2nc(-c3ccccc3)cs2)c1	9	-28[20 µM]	15	-8	21	-2.9	3	-0.7	18
C[C@H](NC(=O)OCc1ccccc1)C(=O)NNC(=O)[C@H](Cc1ccccc1)NC(=O)OC(C)(C)C	3	-24	-4	3	10	0.63	2	x	-2
CCOc1ccccc1OCCOCCOc1c(Cl)cccc1Cl	6	-7	-1	5	14	1.2	2	-0.3	x
Cc1ccccc1CC1(CO)CCCN(Cc2ccc3c(c2)OCCO3)C1 (stereo not drawn)	-2	-11	-9	3	12	x	-1	0.3	x
O=C(CN1CCC(Cc2ccccc2)CC1)NC(=O)NC1CCCCC1	22	-28	10	-1	15	0.36	-5	0.9	10
CC(C)(C)C(=O)Nc1cc2nn(-c3ccccc3)nc2cc1Cl	5	-8[20 µM]	-24	8	15	-0.0066	3	0.7	-4
CCOC(=O)c1c(NC(=O)CSc2nc3ccccc3o2)sc(C)c1C	-7	-9[20 µM]	24	-3	2	x	-7	1.2	-5
